Bioassay records: PubChem BioAssay, several laboratories
HT1080 viability = HT1080 cell viability loss – fluorescence readout (AID 620); hit rate 0.42% among 87,000; one-dose cytotoxicity, % at 10 µM; EC50 in µM for titrated hits; HT1080 viability, fluorescence; higher % means a stronger effect;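 further: cells exposed to compound overnight then 4 h with Alamar Blue; 0% = vehicle DMSO and 100% = killing control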
KRASV12 cytotoxicity = viability loss of HPDE-C7K cells – cell-based, fluorescence, HTS, primary screen (AID 431) | HPDE-C7K KRASV12 cells, Alamar Blue viability, 48 h; higher % means a stronger effect | one-dose cytotoxicity, % at 10 µM; EC50 in µM for titrated hits | hit rate 1.7% among 63,000;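 active means compounds whose percent cytotoxicity in the single-dose primary screen, scaled between solvent and toxic-drug controls, exceeds 50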;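 further: 0% = DMSO solvent wells and 100% = doxorubicin-treated wells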
Alkaline phosphatase = human TNAP enzyme inhibitors, biochemical, luminescent (AID 518); inhibition, % at 20 µM, or IC50 in µM where a hit was titrated; hit rate 0.09% among 64,000; purified TNAP enzyme, luminescent substrate readout; higher % means a stronger effect; in the data active means a potency from the dose series; inactive means the rest, 99 in 100 with inhibition below about 22%;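 further: plate controls were vehicle for no effect and reference inhibitor for full effect; many of its hits are not listed in these tables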
Bfl-1 displacement = displacement of Bid BH3 peptide from Bfl-1 – biochemical, fluorescence polarization, FITC-Bid, mouse, primary screen (AID 432); hit rate 0.02% among 64,000; FITC-Bid BH3 peptide fluorescence polarization displacement; higher % means a stronger effect; displacement, % at 20 µM; hits with a dose series show IC50 in µM; in the data active means a potency from the dose series; inactive means the rest, 99 in 100 with displacement below about 15%; further: strong numbers were not always called active
HPDE-C7 viability = cytotoxicity in HPDE-C7 cells, cell-based, fluorescence, HTS (AID 430); hit rate 1.8% among 63,000; one-dose cytotoxicity, % at 10 µM; EC50 in µM for titrated hits; HPDE-C7 pancreatic duct cells viability, fluorescence; higher % means a stronger effect;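 further: cells exposed to compound for 48 hours before viability readout; 0% = vehicle and 100% = reference cytotoxic drug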
LYP inhibition = inhibition of human PTPN22 tyrosine phosphatase – biochemical, DiFMUP fluorescence, recombinant catalytic domain, 10 µM, primary screen (AID 606); 52,000 tested, under 10 active; recombinant LYP catalytic domain, DiFMUP fluorescence; higher % means a stronger effect; one-dose inhibition, % at 10 µM; IC50 in µM for titrated hits;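 active means IC50 under 40 µM in the dose-response test; inactive means IC50 of 40 µM or more, or never dose-tested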
PMK inhibit = inhibitors of Streptococcus pneumoniae phosphomevalonate kinase; AID 539; inhibition, % at 10 µM; purified PMK, PK/LDH-coupled NADH absorbance 340 nm; hit rate 0.49% among 65,000;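 active means top-ranked compounds by inhibition in the single 10 µM screen, taking a fixed number of the strongest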;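 further: 0% = full reaction with DMSO carrier and 100% = background rate without enzyme reaction; no value below 0 was filed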
Spn DPM-DC inh = S. pneumoniae DPM-DC inhibition; purified DPM-DC, PK/LDH coupled NADH fluorescence; calls only at 10 µM; hit rate 0.49% among 65,000;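 active means the 320 compounds with the highest percent inhibition in the single-dose primary screen, excluding strongly autofluorescent ones, cut at about 32% in these data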;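 further: kinetic rate of NADH fluorescence loss reporting ADP formed by the decarboxylase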
MK inhibit = blocks S. pneumoniae mevalonate kinase. purified MK, PK/LDH-coupled NADH absorbance 340 nm. inhibition, % at 10 µM. hit rate 0.48% among 65,000. AID 555;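 active means ranked among the strongest by inhibition in the single 10 µM screen, a fixed top-ranked set picked for dose follow-up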; further: no value below 0 was filed
PMK inhibit pilot replicates = second read-out of PMK inhibit, no call of its own (marks repeat the call); inhibition, %; measured here: pilot screen replicates
MK inhibit pilot replicates = recorded beside MK inhibit, whose call it bears; inhibition, %; measured here: pilot screen replicates
Spn DPM-DC inh pilot screen % = further read-out of Spn DPM-DC inh, marked with its call; inhibition, %; measured here: pilot screen trials
Numbers without * were called inactive; i = inactive; x = no result given; + = active, no number. Unless noted, no stated cut-off is given here; in the data, active means cytotoxicity above about 50%; inactive means the rest.

SMILES	HT1080 viability	KRASV12 cytotoxicity	Alkaline phosphatase	Bfl-1 displacement	HPDE-C7 viability	LYP inhibition	PMK inhibit	Spn DPM-DC inh	MK inhibit	others
CCOC(=O)N1CCN(C(=O)CSc2cc(C)nc3c(-c4ccccc4OC)c(C)nn23)CC1	-2.0%	-1.6%	10.7%	1.7%	2.5%	-1.5%	13.0	i	1.0	PMK inhibit pilot replicates=6.0;MK inhibit pilot replicates=5.5;Spn DPM-DC inh pilot screen %=1.0
CCN(C(=O)c1c(-c2ccccc2)noc1C)c1ccccc1	1.6%	-13.5%	12.5%	-1.3%	-40.3%	9.8%	0.0	i	8.0	PMK inhibit pilot replicates=3.5;MK inhibit pilot replicates=3.0;Spn DPM-DC inh pilot screen %=5.5
O=C(Nc1ccc(F)cc1)c1cccc2c1C(=O)N(Cc1ccccn1)C2	10.7%	11.5%	17.4%	-0.1%	10.8%	2.0%	4.0	i	2.0	PMK inhibit pilot replicates=5.5;MK inhibit pilot replicates=3.5;Spn DPM-DC inh pilot screen %=0.0
Cc1c(C(=O)OC(C)CCN(C)C)oc2ccccc12 (stereo not given)	-14.3%	-31.5%	3.7%	-3.8%	-26.3%	x	7.0	i	4.0
Cc1c(Cl)c(C(F)(F)F)nn1CC(=O)N1CCSCC1	-14.2%	2.9%	7.9%	-3.2%	5.2%	-6.1%	0.0	i	7.0
CCCC(=O)NCCc1nc2ccccc2n1CCC	2.9%	7.7%	10.4%	-0.1%	10.2%	-9.0%	6.0	i	7.0
S=c1nc(C2CC2)[nH]c2ccccc12	2.6%	13.9%	24.9%	2.2%	7.8%	x	0.0	i	8.0	PMK inhibit pilot replicates=5.5;MK inhibit pilot replicates=1.5;Spn DPM-DC inh pilot screen %=2.0
CN(C(=O)c1ccccn1)c1nnc(-c2ccncc2)s1	-10.0%	16.7%	14.8%	-0.2%	10.6%	-2.7%	9.0	x	11.0	PMK inhibit pilot replicates=5.5;MK inhibit pilot replicates=1.5
Cc1nc(NCC2CCCO2)c2nnn(Cc3ccccc3)c2n1 (stereo not given)	4.8%	-0.3%	4.3%	5.7%	4.6%	4.1%	15.0	i	0.0
C(#Cc1ccccc1)CN1CCN(c2ccccn2)CC1	-7.5%	5.7%	-0.5%	-6.3%	-8.2%	3.8%	0.0	i	14.0
COc1ccc2[nH]c(=O)c(CN(C(=O)COc3ccccc3)C(C)C)cc2c1	2.1%	-31.9%	13.0%	-3.4%	-21.5%	x	0.0	i	1.0
CCCC(=O)Nc1ccccc1N1CCN(C(=O)c2ccccc2)CC1	-0.3%	1.2%	5.6%	8.6%	-0.5%	6.5%	0.0	i	10.0

Next part; it opens with the 5 that closed the last part.
SMILES	HT1080 viability	KRASV12 cytotoxicity	Alkaline phosphatase	Bfl-1 displacement	HPDE-C7 viability	LYP inhibition	PMK inhibit	Spn DPM-DC inh	MK inhibit	others
CN(C(=O)c1ccccn1)c1nnc(-c2ccncc2)s1	-10.0%	16.7%	14.8%	-0.2%	10.6%	-2.7%	9.0	x	11.0	PMK inhibit pilot replicates=5.5;MK inhibit pilot replicates=1.5
Cc1nc(NCC2CCCO2)c2nnn(Cc3ccccc3)c2n1 (stereo not given)	4.8%	-0.3%	4.3%	5.7%	4.6%	4.1%	15.0	i	0.0
C(#Cc1ccccc1)CN1CCN(c2ccccn2)CC1	-7.5%	5.7%	-0.5%	-6.3%	-8.2%	3.8%	0.0	i	14.0
COc1ccc2[nH]c(=O)c(CN(C(=O)COc3ccccc3)C(C)C)cc2c1	2.1%	-31.9%	13.0%	-3.4%	-21.5%	x	0.0	i	1.0
CCCC(=O)Nc1ccccc1N1CCN(C(=O)c2ccccc2)CC1	-0.3%	1.2%	5.6%	8.6%	-0.5%	6.5%	0.0	i	10.0
Cc1ccc(-c2nnn(CCC(=O)Nc3ccc4c(c3)OCO4)n2)cc1	-4.3%	-18.6%	15.9%	4.7%	-27.8%	x	10.0	i	10.0
Cc1ccc(S(=O)(=O)N2C(=O)CCC2C(=O)NCc2ccco2)cc1 (stereo not given)	-3.6%	11.5%	8.3%	0.2%	12.6%	9.8%	6.0	i	3.0
COc1ccc2[nH]c(=O)c(-c3noc(-c4ccc(F)cc4)n3)cc2c1	7.3%	-4.2%	7.1%	6.15µM*	2.8%	2.0%	7.0	i	0.0
O=C(CCCc1c[nH]c2ccccc12)N1CCOCC1	-13.2%	-2.1%	3.2%	1.1%	-2.7%	x	6.0	i	1.0
CCN(CC)CCOC(=O)C12CC3CC(CC(C3)C1)C2	-3.9%	x	7.5%	-2.1%	x	3.2%	13.0	i	4.0
N=C1C(c2nc(-c3ccc(Cl)cc3)cs2)=C(O)CN1CCCN1CCOCC1	-4.4%	-12.9%	0.8%	-5.7%	-13.3%	-14.1%	15.0	i	0.0
O=c1cnc2ccccc2n1CC1CCCCC1	-0.4%	-17.6%	11.1%	-7.4%	-15.2%	x	5.0	i	2.0
Cc1ccc2c(n1)sc1c(N)ncnc12	5.8%	0.4%	13.9%	5.4%	9.8%	10.8%	14.0	i	9.0
O=C(C1CCCN(S(=O)(=O)c2cccc3cccnc23)C1)N1CCc2ccccc21 (stereo not given)	-0.3%	15.6%	8.8%	4.4%	21.9%	6.0%	11.0	i	4.0
CCOc1cc2[nH]c(=O)n(Cc3ccc(C(=O)NCCOC)cc3)c(=O)c2cc1OCC	-3.9%	-10.3%	7.0%	-7.6%	-5.4%	0.0%	12.0	+	8.0
CCn1c2ccccc2c2nnc(SCC(=O)NCCOC)nc21	3.0%	1.5%	7.4%	-5.0%	-4.5%	-19.4%	24.0	i	6.0
Cc1nc(N2CCc3ccccc32)[nH]c(=O)c1CCC(C)C	6.2%	7.0%	8.1%	1.9%	7.3%	-1.3%	8.0	i	6.0	PMK inhibit pilot replicates=0.0;MK inhibit pilot replicates=2.0;Spn DPM-DC inh pilot screen %=0.0
COc1ccc(N2CCN(Cc3cc(=O)oc4cc(C)c(Cl)cc34)CC2)cc1	-2.1%	-8.6%	5.1%	3.5%	-13.9%	x	5.0	i	0.0
COc1ccc(C(=O)Oc2ccc(/C=N/O)cc2)cc1	2.6%	-2.9%	3.5%	0.3%	-9.5%	15.2%	0.0	i	10.0
Cc1ccc(C)c2[nH]c(=O)c(CCNC(=O)c3ccc(Br)o3)cc12	3.1%	-6.3%	3.6%	-2.9%	-16.3%	8.9%	19.0	i	4.0	PMK inhibit pilot replicates=4.5;MK inhibit pilot replicates=0.0;Spn DPM-DC inh pilot screen %=7.0
Cc1nc2ncnn2c(C)c1CCC(=O)NCc1ccco1	-4.4%	-14.8%	2.6%	-5.1%	-24.2%	x	8.0	i	1.0
O=c1c2c3c(sc2nc2sc(CN4CCOCC4)cn12)CCCC3	2.0%	-12.2%	12.1%	-8.0%	-18.2%	1.3%	6.0	i	3.0
COc1ccc(C(=O)COC(=O)CN2C(=O)C3C4C=CC(C4)C3C2=O)cc1 (stereo not given)	-14.9%	-11.3%	8.4%	-0.6%	2.8%	x	12.0	i	13.0
CN(C)c1ccc(-c2nn3c(-c4ccncc4)nnc3s2)cc1	0.5%	-7.6%	4.3%	-2.2%	-9.1%	14.9%	0.0	i	4.0
CCc1ccc(Cn2nnc(C(=O)Nc3cccc(C)c3)c2N)cc1	2.1%	-0.7%	8.3%	3.4%	-9.2%	13.0%	13.0	i	4.0
Cc1nc2ccccc2n1CC(=O)NCCN1CCCC1	x	-2.7%	4.0%	-2.3%	-8.2%	7.0%	12.0	i	15.0
O=C(Nc1nc2ccccc2[nH]1)c1ccccc1F	33.8%	-5.4%	3.3%	1.9%	-14.6%	x	13.0	i	2.0
CCSc1nnc(NC(=O)C(Cc2ccccc2)n2cccc2)s1 (stereo not given)	-0.5%	-0.8%	3.9%	-7.6%	-8.7%	3.3%	4.0	i	2.0
Cc1cc(-c2cccs2)c2c(n1)sc1c(=O)[nH]c(=O)[nH]c12	-3.7%	8.1%	-1.3%	-5.3%	-1.2%	-33.7%	3.0	i	3.0
CC1CCc2nn(CC(=O)NCCCN3CCCC3=O)cc2C1 (stereo not given)	-4.4%	12.3%	6.3%	23.0%	-8.7%	-4.6%	8.0	i	6.0
CCn1c(SCC(=O)c2cccs2)nnc1-c1cccs1	-4.4%	-18.7%	0.0%	-5.2%	-19.1%	2.0%	4.0	i	5.0
Cc1cc(C)n2cc(CSc3nnnn3-c3ccccc3)nc2n1	5.0%	1.2%	13.7%	-5.2%	-8.3%	11.0%	0.0	i	7.0
Cn1c(SCC(=O)Nc2cc(=O)n(C)c(=O)n2C)nnc1C12CC3CC(CC(C3)C1)C2	9.7%	-19.8%	8.4%	1.4%	-7.9%	-1.0%	5.0	i	6.0
COc1ccc(CNC(=O)Nc2ccc(C)cc2)cc1	-2.8%	-2.2%	9.4%	-4.3%	-2.2%	-3.0%	8.0	i	9.0
COc1ccccc1C1C(C(=O)c2cc3ccccc3o2)=C(O)C(=O)N1CCN1CCOCC1 (stereo not given)	-10.5%	x	7.8%	-4.2%	x	x	6.0	i	12.0
CCOCCCn1c(=N)c(C(=O)NCCN2CCOCC2)cc2c(=O)n3cccc(C)c3nc21	-3.4%	3.8%	10.6%	0.9%	-6.4%	x	18.0	x	5.0
CCc1nc(-c2ccccc2O)n(-c2ccccc2)n1	-5.4%	-1.2%	10.0%	-3.3%	-14.4%	3.4%	1.0	i	0.0
CCOc1ccc(N(CC(=O)Nc2cccc(Cl)c2)S(=O)(=O)c2c(C)noc2C)cc1	-5.1%	22.7%	-4.7%	-3.5%	40.5%	5.6%	3.0	i	5.0
CN(C)C=NCCn1c(N2CCOCC2)nc2c1c(=O)n(C)c(=O)n2C	9.0%	-0.2%	8.0%	2.6%	-14.8%	6.7%	1.0	i	2.0
Cc1cccc(N2CCN(C(=O)COc3cc(=O)n(C)c4ccccc34)CC2)c1C	x	10.0%	7.5%	-13.9%	-9.7%	x	15.0	i	0.0
CC1(C)CC(=O)C=C(Nc2ccc(F)cc2)C1	-3.7%	-9.5%	8.6%	-6.4%	-6.9%	7.2%	2.0	i	8.0	PMK inhibit pilot replicates=0.0;MK inhibit pilot replicates=4.0;Spn DPM-DC inh pilot screen %=1.0
O=C(CSc1nc2c(c(=O)n1-c1ccc(Cl)cc1)SCC2)N1CCOCC1	0.8%	-5.7%	6.1%	-3.9%	-16.7%	x	0.0	i	3.0
CCOc1ccccc1NC(=O)C1CCN(S(=O)(=O)c2ccc(OC)c(OC)c2)CC1	-2.4%	-26.5%	5.1%	5.3%	-11.0%	-3.1%	0.0	i	4.0
O=C(c1cc2ccccc2c(=O)o1)N1CCc2ccccc2C1	32.5%	-2.5%	5.5%	-1.8%	-9.3%	1.8%	12.0	i	4.0
CCSC1(SCC)N=C(N)C2(C#N)C(c3ccc(OC)c(OC)c3OC)C12C#N (stereo not given)	-1.1%	-23.2%	7.7%	20.8%	-13.5%	7.0%	10.0	i	0.0

The order is random; overall some 3.3% were active at least once.
